From PubChem BioAssay
CHRM1 PAM: human CHRM1 positive allosteric modulation; P11229; CHO-K1 hM1, Fluo-8 calcium fluorescence, ACh EC20; 0% = ACh EC20, 100% = maximal ACh; activation, % at 3 µM; 0.088% of 360,000 active; in the data active = activation above about 19%, passing the limit was not always enough
CHRM5 antagonist: antagonists of human muscarinic M5 receptor (CHRM5) | P08912 | CHO-hM5 cells, Fluo-8 calcium fluorescence, ACh EC80 | inhibition, % at 3 µM | 0.59% of 360,000 active | AID 624040;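 active = inhibition above a per-plate cutoff, the mean of that plate's test compounds plus 3 SD, cut at about 27% in these data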;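 also: 0% = acetylcholine EC80 with DMSO and 100% = DMSO without agonist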
Target sequence (P08912 whole entry, looked up): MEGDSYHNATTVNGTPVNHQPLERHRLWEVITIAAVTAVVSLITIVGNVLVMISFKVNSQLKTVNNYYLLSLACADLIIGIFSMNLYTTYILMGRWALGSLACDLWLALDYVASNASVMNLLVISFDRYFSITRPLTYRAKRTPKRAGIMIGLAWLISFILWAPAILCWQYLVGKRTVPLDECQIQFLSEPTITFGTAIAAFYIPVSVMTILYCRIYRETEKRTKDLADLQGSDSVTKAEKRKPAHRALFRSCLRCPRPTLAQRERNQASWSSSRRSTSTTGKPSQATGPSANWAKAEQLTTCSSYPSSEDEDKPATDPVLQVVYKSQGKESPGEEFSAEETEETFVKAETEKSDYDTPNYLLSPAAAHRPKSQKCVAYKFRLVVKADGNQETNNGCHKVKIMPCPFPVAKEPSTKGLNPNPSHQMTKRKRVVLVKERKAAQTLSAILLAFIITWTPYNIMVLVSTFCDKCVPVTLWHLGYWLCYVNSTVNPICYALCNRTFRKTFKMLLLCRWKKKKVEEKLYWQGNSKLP
CHRM4 antagonist: blocks acetylcholine activation of human M4 receptor | P08173 | CHO-hM4 cells, ACh EC80, Fluo-8 calcium fluorescence | inhibition, % at 3 µM | 0.73% of 360,000 active;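 active = inhibition above its plate's cutoff, the mean inhibition of sample wells plus 3 SD, cut at about 27% in these data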;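 also: 0% = acetylcholine EC80 with DMSO and 100% = DMSO without agonist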
CHRM5 agonist: CHRM5 agonism in calcium assay. 0.19% of 360,000 active. CHO-K1 hM5 cells, Fluo-8 calcium fluorescence; 0% DMSO wells, 100% maximal acetylcholine response. activation, % at 3 µM;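 active = activation above the run's mean over test compounds plus 3 SD, cut at about 23% in these data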;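 also: signal is peak over basal fluorescence ratio across the kinetic read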
CHRM4 agonist: agonists of human muscarinic M4 receptor (CHRM4) | CHO-K1 hM4/Gqi5, Fluo-8 calcium fluorescence; vehicle 0%, full acetylcholine response 100% | activation, % at 3 µM | 0.14% of 360,000 active | AID 624127;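 active = activation above the run mean over all test wells plus 3 SD, cut at about 32% in these data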;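 also: peak over basal fluorescence ratio per well then scaled between controls; 0% = DMSO wells and 100% = acetylcholine at EC100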
CHRM5 PAM: potentiates acetylcholine response at human M5 receptor. P08912. CHO-K1 hM5, Fluo-8 calcium, ACh EC20 PAM; 0% = ACh EC20, 100% = ACh EC100. activation, % at 3 µM. 0.3% of 360,000 active. AID 624038;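 active = activation above the run cutoff, the mean activation of all test compounds plus 3 SD, cut at about 18% in these data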
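Assay system: CHO-K1 hM5 cells / Incubation: Fluo-8 loading 80 min at 37 °C plus 30 min room temperature / Technique: Fluo-8 calcium dye fluorescence, kinetic read / Repeats: single replicate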
TAAR1 ag: agonists of human TAAR1; Q96RJ0; CHO RD-HGA16 TAAR1, Fluo-8 calcium fluorescence; vehicle wells 0%, saturating PEA agonist 100%; activation, % at 3 µM; 0.99% of 360,000 active; AID 624467;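 active = activation above the mean activation of all test compounds in the run plus 3 SD, cut at about 38% in these data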
Target sequence (Q96RJ0 whole entry, looked up): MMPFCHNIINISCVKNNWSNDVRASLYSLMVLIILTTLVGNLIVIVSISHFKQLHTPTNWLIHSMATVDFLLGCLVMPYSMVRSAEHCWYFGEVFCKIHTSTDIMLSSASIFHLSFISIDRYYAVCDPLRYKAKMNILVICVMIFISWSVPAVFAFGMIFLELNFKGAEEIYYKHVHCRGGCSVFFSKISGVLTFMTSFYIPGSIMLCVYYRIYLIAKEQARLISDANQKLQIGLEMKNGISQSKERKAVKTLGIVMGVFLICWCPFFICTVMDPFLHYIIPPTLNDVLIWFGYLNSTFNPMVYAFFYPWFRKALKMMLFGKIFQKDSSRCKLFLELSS
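System: CHO RD-HGA16 cells carrying human TAAR1 plus Gα16; Incubation: 17-24 h seeding, 75 min 37 °C dye, 30 min RT; Measured by: Fluo-8 fluorescence, 5 s baseline then 140 s kinetic read; Control set: DMSO and PEA EC100; Replication: single well for each compound.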
M1 antag: antagonists of human M1 muscarinic receptor | inhibition, % at 3 µM | P11229 | CHO-K1 hM1, Fluo-8 calcium fluorescence, ACh EC80 antagonist | AID 588852 | 1.3% of 360,000 active;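 active = percent inhibition above its own plate's cutoff, namely the mean of that plate's compound wells plus 3 SD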;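 also: peak over basal fluorescence ratio during 140 s after agonist addition; 0% = ACh EC80 plus DMSO and 100% = DMSO alone without agonist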
M1 ag: human M1 muscarinic receptor agonism | 0.33% of 360,000 active | P11229 | activation, % at 3 µM | CHO-K1 hM1, Fluo-8 calcium fluorescence, agonist mode; 0% DMSO, 100% acetylcholine EC100 | AID 588814;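 active = activation above the run's mean compound activation plus 3 SD, cut at about 16% in these data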;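 also: peak over basal fluorescence ratio within a 140 s kinetic read after compound addition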
The depositor's hits bear a star. Some of the compounds tested. The share of hits here may be higher or lower than overall.

Results for CC(C)CC(NC(=O)CNC(=O)C1O[C@@H]2OC(C)(C)O[C@@H]2[C@H]2OC(C)(C)O[C@@H]12)C(=O)O (stereo partly specified) ?
CHRM1 PAM: -2; CHRM5 antagonist: 1; CHRM4 antagonist: 4; CHRM5 agonist: -1; CHRM4 agonist: 0; CHRM5 PAM: 1; TAAR1 ag: 1; M1 antag: -2; M1 ag: -4

How did CCCCc1nc2cc(C(=O)NCc3nccn3CC)ccc2o1 do in these assays?
CHRM1 PAM: -24; CHRM5 antagonist: 5; CHRM4 antagonist: 32*; CHRM5 agonist: -10; CHRM4 agonist: 1; CHRM5 PAM: -15; TAAR1 ag: 0; M1 antag: 87*; M1 ag: -6

Results for O=c1c(O)c(-c2ccccc2)oc2ccccc12 ?
CHRM1 PAM: 9; CHRM5 antagonist: 1; CHRM4 antagonist: 0; CHRM5 agonist: 1; CHRM4 agonist: 2; CHRM5 PAM: 3; TAAR1 ag: 15; M1 antag: -20; M1 ag: -5

What do the screens show for `CC(=O)c1cccc(NC(=O)/C(=C/c2ccco2)NC(=O)c2ccco2)c1`?
CHRM1 PAM: 8; CHRM5 antagonist: 0; CHRM4 antagonist: 3; CHRM5 agonist: 0; CHRM4 agonist: 3; CHRM5 PAM: -4; TAAR1 ag: 3; M1 antag: -11; M1 ag: -2

What do the screens show for `CC1=NNC(=O)/C1=C\c1cn(-c2ccccc2)nc1-c1ccc(Cl)cc1`?
CHRM1 PAM: 9; CHRM5 antagonist: 10; CHRM4 antagonist: 19; CHRM5 agonist: 21; CHRM4 agonist: 4; CHRM5 PAM: 15; TAAR1 ag: 5; M1 antag: 22; M1 ag: 6

How did S=c1nc[nH]c2c1ncn2-c1ccc(Cl)cc1 do in these assays?
CHRM1 PAM: 10; CHRM5 antagonist: 3; CHRM4 antagonist: -3; CHRM5 agonist: 6; CHRM4 agonist: 1; CHRM5 PAM: 11; TAAR1 ag: 2; M1 antag: -17; M1 ag: -2

What do the screens show for `CCOC(=O)C1=C(SCC)c2cc3c(n2C1=O)CCCC3`?
CHRM1 PAM: -1; CHRM5 antagonist: 7; CHRM4 antagonist: 3; CHRM5 agonist: -6; CHRM4 agonist: -1; CHRM5 PAM: -3; TAAR1 ag: -4; M1 antag: 2; M1 ag: -6

What do the screens show for `Cc1ccccc1-c1nc2cc(Cl)ccc2o1`?
CHRM1 PAM: 5; CHRM5 antagonist: -2; CHRM4 antagonist: 0; CHRM5 agonist: 1; CHRM4 agonist: 0; CHRM5 PAM: 5; TAAR1 ag: 11; M1 antag: -5; M1 ag: 7

Results for COc1ccc(-c2oc(=O)c3cc(OC)c(OC)cc3c2/C=C/c2ccc(F)cc2)cc1 ?
CHRM1 PAM: 4; CHRM5 antagonist: 12; CHRM4 antagonist: 5; CHRM5 agonist: 3; CHRM4 agonist: -1; CHRM5 PAM: 4; TAAR1 ag: 10; M1 antag: -7; M1 ag: -4

What do the screens show for `CN1/C(=C\C=N\NC(=O)c2ccc(O)cc2)C(C)(C)c2ccccc21`?
CHRM1 PAM: -4; CHRM5 antagonist: 24; CHRM4 antagonist: 26; CHRM5 agonist: 2; CHRM4 agonist: 3; CHRM5 PAM: -9; TAAR1 ag: 12; M1 antag: 29; M1 ag: 1

What do the screens show for `Cc1ccc(/C=N/N2CCN(Cc3cccc4ccccc34)CC2)s1`?
CHRM1 PAM: 17; CHRM5 antagonist: -2; CHRM4 antagonist: 5; CHRM5 agonist: 3; CHRM4 agonist: 0; CHRM5 PAM: 10; TAAR1 ag: 0; M1 antag: -13; M1 ag: -3

Results for CSCCC(NC(=O)COc1ccccc1)C(=O)N1CCOCC1 (stereo unspecified) ?
CHRM1 PAM: 11; CHRM5 antagonist: -4; CHRM4 antagonist: -3; CHRM5 agonist: 1; CHRM4 agonist: 0; CHRM5 PAM: 3; TAAR1 ag: 13; M1 antag: -12; M1 ag: -3

What do the screens show for `Nc1cc(=O)nc(SCC(=O)N2CCN(c3ccccc3)CC2)n1-c1ccccc1`?
CHRM1 PAM: 14; CHRM5 antagonist: 9; CHRM4 antagonist: -8; CHRM5 agonist: 3; CHRM4 agonist: 1; CHRM5 PAM: 5; TAAR1 ag: 1; M1 antag: -20; M1 ag: -5

Results for Cc1ccc(C(=O)Oc2cccc(NC(=O)c3cccs3)c2)cc1S(=O)(=O)N1CCOCC1 ?
CHRM1 PAM: -11; CHRM5 antagonist: -1; CHRM4 antagonist: -9; CHRM5 agonist: -3; CHRM4 agonist: 6; CHRM5 PAM: -9; TAAR1 ag: 11; M1 antag: 5; M1 ag: -4

How did Fc1ccc(OCc2nn3cnnc3s2)cc1 do in these assays?
CHRM1 PAM: 0; CHRM5 antagonist: -3; CHRM4 antagonist: 0; CHRM5 agonist: 0; CHRM4 agonist: 0; CHRM5 PAM: -2; TAAR1 ag: 3; M1 antag: 9; M1 ag: -2

For reference, part of the list above.
What do the screens show for `Cc1ccccc1-c1nc2cc(Cl)ccc2o1`?
CHRM1 PAM: 5; CHRM5 antagonist: -2; CHRM4 antagonist: 0; CHRM5 agonist: 1; CHRM4 agonist: 0; CHRM5 PAM: 5; TAAR1 ag: 11; M1 antag: -5; M1 ag: 7

Results for COc1ccc(-c2oc(=O)c3cc(OC)c(OC)cc3c2/C=C/c2ccc(F)cc2)cc1 ?
CHRM1 PAM: 4; CHRM5 antagonist: 12; CHRM4 antagonist: 5; CHRM5 agonist: 3; CHRM4 agonist: -1; CHRM5 PAM: 4; TAAR1 ag: 10; M1 antag: -7; M1 ag: -4

Continuation:
What do the screens show for `COC(=O)c1cc(=O)n(Cc2ccc3c(c2)OCO3)c(=Nc2ccccc2)s1`?
CHRM1 PAM: -6; CHRM5 antagonist: -1; CHRM4 antagonist: 3; CHRM5 agonist: 0; CHRM4 agonist: 1; CHRM5 PAM: 0; TAAR1 ag: 0; M1 antag: 5; M1 ag: -1

How did Cc1ccc(Nc2cc(C)c3ccc(O)cc3n2)cc1C do in these assays?
CHRM1 PAM: -8; CHRM5 antagonist: 4; CHRM4 antagonist: 8; CHRM5 agonist: 3; CHRM4 agonist: 2; CHRM5 PAM: -6; TAAR1 ag: 6; M1 antag: 13; M1 ag: -2

How did CCCS(=O)(=O)N1CCN(C2CCC(C)CC2)CC1 (stereo unspecified) do in these assays?
CHRM1 PAM: 2; CHRM5 antagonist: 2; CHRM4 antagonist: 3; CHRM5 agonist: 1; CHRM4 agonist: 1; CHRM5 PAM: -6; TAAR1 ag: 7; M1 antag: 4; M1 ag: 1

Results for Cc1cccc(-n2ncc3c(NCCCN4CCCC4=O)ncnc32)c1 ?
CHRM1 PAM: 10; CHRM5 antagonist: 3; CHRM4 antagonist: 3; CHRM5 agonist: -9; CHRM4 agonist: 1; CHRM5 PAM: 6; TAAR1 ag: 2; M1 antag: -12; M1 ag: -2

What do the screens show for `COc1ccc(OC2(C)CCN(Cc3ccc(-c4ccccc4)o3)C2)cc1` (stereo unspecified)?
CHRM1 PAM: -5; CHRM5 antagonist: 3; CHRM4 antagonist: -9; CHRM5 agonist: 0; CHRM4 agonist: 2; CHRM5 PAM: -4; TAAR1 ag: 2; M1 antag: -8; M1 ag: -5

What do the screens show for `COc1cc(NC(=S)NC(=O)c2ccccc2C)ccc1NC(=O)c1cccs1`?
CHRM1 PAM: -1; CHRM5 antagonist: -4; CHRM4 antagonist: 10; CHRM5 agonist: -4; CHRM4 agonist: 0; CHRM5 PAM: 7; TAAR1 ag: 16; M1 antag: -17; M1 ag: -4

How did COc1cccc(/C=N/Nc2nc(-c3cccnc3)nc3ccccc23)c1 do in these assays?
CHRM1 PAM: -1; CHRM5 antagonist: 4; CHRM4 antagonist: 6; CHRM5 agonist: -5; CHRM4 agonist: 10; CHRM5 PAM: -6; TAAR1 ag: 13; M1 antag: 6; M1 ag: -3

How did COc1ccc(OC)c(NC(=O)c2ccc(CN3CCc4ccccc4C3)cc2)c1 do in these assays?
CHRM1 PAM: -13; CHRM5 antagonist: -2; CHRM4 antagonist: -5; CHRM5 agonist: -6; CHRM4 agonist: 1; CHRM5 PAM: 0; TAAR1 ag: 2; M1 antag: -5; M1 ag: -10

How did Cc1ccccc1C(=O)N1CCC(C(=O)Nc2ccc(S(=O)(=O)N3CCCCC3)cc2)CC1 do in these assays?
CHRM1 PAM: 9; CHRM5 antagonist: 5; CHRM4 antagonist: 1; CHRM5 agonist: -4; CHRM4 agonist: 4; CHRM5 PAM: -3; TAAR1 ag: 3; M1 antag: -1; M1 ag: 3

What do the screens show for `COc1ccc(CNC(=O)Cn2nnc(-c3ccc(NC(=O)C4CCCCC4)cc3)n2)cc1`?
CHRM1 PAM: -2; CHRM5 antagonist: -5; CHRM4 antagonist: 2; CHRM5 agonist: 2; CHRM4 agonist: 1; CHRM5 PAM: 2; TAAR1 ag: 2; M1 antag: -6; M1 ag: -5

How did O=C(Cn1ncc2c3ccccc3n(Cc3ccccc3F)c2c1=O)NCC1CCCO1 (stereo unspecified) do in these assays?
CHRM1 PAM: 5; CHRM5 antagonist: -11; CHRM4 antagonist: -12; CHRM5 agonist: -1; CHRM4 agonist: 2; CHRM5 PAM: 5; TAAR1 ag: 1; M1 antag: 0; M1 ag: -1

Results for CCN=C1SC(C(=O)Nc2cc(Cl)cc(Cl)c2)CC(=O)N1CC (stereo unspecified) ?
CHRM1 PAM: 6; CHRM5 antagonist: 0; CHRM4 antagonist: -8; CHRM5 agonist: 2; CHRM4 agonist: 2; CHRM5 PAM: -3; TAAR1 ag: 5; M1 antag: -10; M1 ag: -4

How did CCC(C)CN1C(=O)CSCC1(C)C(=O)NC(C)C (stereo unspecified) do in these assays?
CHRM5 antagonist: 0; CHRM4 antagonist: 10; CHRM5 agonist: 0; CHRM4 agonist: 1; CHRM5 PAM: 0; TAAR1 ag: 1

Results for O=[N+]([O-])c1ccc2c(c1)OCCOCCOCCOCCOCCOCCO2 ?
CHRM1 PAM: 4; CHRM5 antagonist: -4; CHRM4 antagonist: -1; CHRM5 agonist: -2; CHRM4 agonist: 0; CHRM5 PAM: 4; TAAR1 ag: 0; M1 antag: -1; M1 ag: -5

How did CCOc1ccc(N(CC(=O)Nc2ccc(OC)cc2)S(=O)(=O)c2c(C)[nH]c(=O)[nH]c2=O)cc1 do in these assays?
CHRM1 PAM: -5; CHRM5 antagonist: 16; CHRM4 antagonist: 3; CHRM5 agonist: -2; CHRM4 agonist: 1; CHRM5 PAM: 0; TAAR1 ag: 3; M1 antag: 14; M1 ag: -3

How did O=S(=O)(NC1=NCCC1)c1cccc(NS(=O)(=O)c2ccc(OC(F)(F)F)cc2)c1 do in these assays?
CHRM1 PAM: 5; CHRM5 antagonist: 0; CHRM4 antagonist: 2; CHRM5 agonist: 1; CHRM4 agonist: 2; CHRM5 PAM: -2; TAAR1 ag: 13; M1 antag: 2; M1 ag: 0

How did O=C(O)C(Sc1ccncn1)c1ccccc1 (stereo unspecified) do in these assays?
CHRM1 PAM: 6; CHRM5 antagonist: -3; CHRM4 antagonist: 5; CHRM5 agonist: 1; CHRM4 agonist: 1; CHRM5 PAM: 10; TAAR1 ag: 4; M1 antag: -3; M1 ag: -2

What do the screens show for `COc1ccc(-c2cc(C(F)(F)F)c3c(n2)sc2c(O)cc(=O)[nH]c23)c(OC)c1`?
CHRM1 PAM: -1; CHRM5 antagonist: 16; CHRM4 antagonist: 10; CHRM5 agonist: 4; CHRM4 agonist: 5; CHRM5 PAM: -2; TAAR1 ag: 7; M1 antag: 14; M1 ag: 1
